VCAM1 TNFa inh: reduces TNF alpha induced VCAM1 expression in HUVEC. HUVEC TNFa-induced VCAM-1 immunofluorescence, high-content imaging. inhibition, % at 2 µM. 0.48% of 95,000 active;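 active means inhibition above the batch mean plus 3 SD, with images confirmed as a hit by eye, cut at about 37% in these data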;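 further: 0% = TNF-stimulated DMSO wells and 100% = unstimulated control wells; not every result past the cut was called active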
IL1B cytotox: HUVEC cytotoxicity counter-screen, IL-1B stimulated | AID 845 | HUVEC cell count loss, Hoechst imaging | 0.41% of 94,000 active | cell count reduction, % at 2 µM;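 active means cell count reduction more than 3 SD above the screen-wide mean, cut at about 70% in these data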;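 further: normalized per plate to untreated control cells as the no-loss baseline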
Smad3 FoxH1 inh: blocks human Smad3 binding to FoxH1 peptide; 0.29% of 88,000 active; AID 630; P84022; TR-FRET Smad3/Dy647-FoxH1 peptide binding, europium anti-His; inhibition, % at 25 µM;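 active means compounds that reduce the energy-transfer binding signal between the protein and its labelled peptide by more than half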;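 further: 0% = Smad3 plus labelled peptide maximal FRET and 100% = peptide-only background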
Target sequence (P84022 whole entry, looked up): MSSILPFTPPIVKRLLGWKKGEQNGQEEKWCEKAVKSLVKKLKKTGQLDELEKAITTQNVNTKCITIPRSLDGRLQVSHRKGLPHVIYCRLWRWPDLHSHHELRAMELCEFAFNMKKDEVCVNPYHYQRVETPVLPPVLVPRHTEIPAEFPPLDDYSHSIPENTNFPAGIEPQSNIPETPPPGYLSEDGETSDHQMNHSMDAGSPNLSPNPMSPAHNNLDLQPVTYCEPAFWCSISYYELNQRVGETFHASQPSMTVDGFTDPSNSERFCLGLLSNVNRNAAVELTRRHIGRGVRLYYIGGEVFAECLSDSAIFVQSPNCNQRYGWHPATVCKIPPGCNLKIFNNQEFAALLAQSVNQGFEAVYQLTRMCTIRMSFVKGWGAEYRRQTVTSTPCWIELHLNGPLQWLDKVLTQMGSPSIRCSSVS
sEH inhibitor: soluble epoxide hydrolase (human) inhibition; P34913; recombinant human sEH enzymatic activity assay; inhibition, % at 2 µM; 0.34% of 91,000 active; AID 707; in the data active means inhibition above about 80%; further: values of inactives mirror those of a sister screen read the other way; many of its hits are not listed in these tables
Calb biofilm kill: kills Candida albicans biofilms | C. albicans biofilm + clotrimazole, Alamar Blue | inhibition, % at 6 µM | 0.14% of 85,000 active;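 active means inhibition above 20%; inactive means inhibition below 20%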;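 further: preformed 24 hr biofilms exposed to compound for 48 hr; 0% = biofilm without compound and 100% = blank killed by clotrimazole plus chlorhexidine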
sEH act: increases human soluble epoxide hydrolase activity | activation, % at 2 µM | purified human sEH enzymatic activity, activator screen | P34913 | AID 717 | 0.04% of 91,000 active; in the data active means activation above about 37%; further: values of inactives mirror those of a sister screen read the other way
ERb coact inh: blocks coactivator binding to human estrogen receptor beta. TR-FRET ER-beta LBD / SRC1-Cy5 peptide binding; receptor agonist-loaded with 1 µM estradiol. inhibition, % at 25.6 µM. 1.3% of 86,000 active;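 active means compounds whose percent inhibition of the receptor-coactivator binding signal exceeds about 50% in the single-dose screen, limit read from the data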;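 further: 0% = receptor plus peptide wells without compound and 100% = peptide-only wells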
Target sequence (Q92731 whole entry, looked up, the tested form may be a part): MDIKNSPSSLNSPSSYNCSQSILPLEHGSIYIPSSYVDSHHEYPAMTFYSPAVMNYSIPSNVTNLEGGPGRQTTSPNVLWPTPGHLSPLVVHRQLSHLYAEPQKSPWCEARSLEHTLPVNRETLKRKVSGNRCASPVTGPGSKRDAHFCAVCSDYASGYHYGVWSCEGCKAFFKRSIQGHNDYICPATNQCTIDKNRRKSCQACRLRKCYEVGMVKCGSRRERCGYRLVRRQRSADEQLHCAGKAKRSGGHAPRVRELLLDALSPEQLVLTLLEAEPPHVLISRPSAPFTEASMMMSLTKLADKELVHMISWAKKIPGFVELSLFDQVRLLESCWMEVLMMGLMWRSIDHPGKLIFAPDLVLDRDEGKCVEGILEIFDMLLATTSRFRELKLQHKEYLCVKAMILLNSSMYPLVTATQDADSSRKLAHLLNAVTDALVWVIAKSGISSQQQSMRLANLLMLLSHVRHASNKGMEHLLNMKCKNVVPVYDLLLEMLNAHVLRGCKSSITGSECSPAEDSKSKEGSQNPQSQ
TNFa cytotox: toxic to HUVEC cells under TNF alpha stimulation; HUVEC TNFalpha-stimulated, Hoechst cell count, imaging; cell count reduction, % at 2 µM; 0.17% of 93,000 active; AID 848;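 active means cell count reduction exceeding the screen mean by over 5 SD, scaled to untreated wells per plate, cut at about 78% in these data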;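 further: cells counted after 24 h of TNF alpha exposure following the 1 h pretreatment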
cytoskel mod: modifiers of cytoskeleton assembly; inhibition, % at 2 µM; AID 836; 0.18% of 91,000 active; HUVEC TNFa F-actin phalloidin imaging, high content;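 active means inhibition above the batch mean plus 3 SD and confirmed as a hit by visual image inspection, cut at about 30% in these data, passing the limit was not always enough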; further: strong numbers were not always called active
The depositor's hits bear a star; nt = no result given; [ ] = remark or other dose. The list is partial (hit frequency here may not be typical).

structure,ERb coact inh,VCAM1 TNFa inh,IL1B cytotox,Smad3 FoxH1 inh,sEH act,TNFa cytotox,sEH inhibitor,Calb biofilm kill,cytoskel mod
COc1cc(C(=O)NCCC(C)C)c([N+](=O)[O-])cc1OC,nt,16,9,nt,9,nt,-7,nt,-41
CCSc1nncn1/N=C/c1ccc(OC)c(OC)c1,-6,-7,9,5,20,-4,-21,7,-6
Nc1cc(=O)[nH]c(=S)n1-c1ccccc1,nt,5,-15,nt,5,-6,-4,nt,13
CCCc1[nH]nc2c1C1(C(=O)N(CC)c3ccccc31)C(C#N)=C(N)O2 (stereo unspecified),-12[fluorescence artefact?],6,-20,23,-8,-29,8,7,12
O=c1[nH]c2cc(Cl)ccc2n(CCNc2ncc(C(F)(F)F)cc2Cl)c1=O,nt,2,-34,nt,-32,5,32,nt,-3
O=c1c2c(-c3cccs3)csc2ncn1/N=C/c1ccc(OC(F)F)cc1,nt,9,-98,nt,-4,-29,3,nt,2
COC(=O)Oc1cncc(C(=O)O)c1,nt,23,4,nt,8,-6,-8,nt,-23
Cc1ccc2[nH]c(=O)c(C(c3nnnn3C3CCCC3)N(Cc3cccnc3)Cc3ccco3)cc2c1 (stereo unspecified),-11,2,-14,3,-7,-15,8,2,3
Cc1cccc(-c2c3c(=O)n(C)c(=O)n(C)c3cn2C2CCCCC2)c1,-11,11,0,1,14,6,-15,5,-18
Cc1ccc(NCCC(=O)c2cccc([N+](=O)[O-])c2)c(C)c1,nt,3,-25,nt,5,-12,-6,nt,-8
Cc1nn(Cc2ccc(Cl)cc2Cl)c(C)c1NC(=O)CCl,1,29,24,0[fluorescence artefact?],4,5,-1,9,5
CCC(CC)c1nnc(NC(=O)CS(=O)(=O)Cc2ccccc2)s1,-11[fluorescence artefact?],16,23,-6,-11,nt,16,3,0
COCc1nnc(NS(=O)(=O)c2ccc(Br)cc2)s1,0,-2,3,0,-4,-18,4,7,1
O=C(Cn1nc(C(F)(F)F)c2c1CCCC2)NCc1ccco1,-11,-7,23,-5,10,5,-9,-3,2
COc1ccccc1N(C)S(=O)(=O)c1ccc(C(=O)OCC(=O)NCc2ccco2)cc1,-3,-19,31,-5,13,8,-12,7,-35
CCC(=O)NC(=S)Nc1cccc(NC(=O)CC)c1,nt,14,-15,nt,1,-35,-2,nt,13
CCOC(=O)C1CCN(c2cc(=O)n(-c3ccccc3Cl)c(=O)[nH]2)CC1,-23[fluorescence artefact?],28,-32,2,-5,-19,8,7,19
COC(=O)c1ccccc1N(C)S(C)(=O)=O,-2,29,-1,3,-4,12,4,8,23
Cc1cc(C(F)(F)F)nc(SCC(=O)Nc2ccccc2)n1,-13[fluorescence artefact?],3,-17,9,-22,7,26,7,-7
CCOC(=O)CNC(=O)c1cccs1,6,2,-21,2,0,-29,2,4,2
COc1ccc(NC(C)=O)cc1NC(=O)CSc1nnc(-c2ccc(F)cc2)n1N,2[fluorescence artefact?],-1,-1,-10,4,-28,-6,3,3
CCCOc1ccc(C2NC(=O)NC2=O)cc1 (stereo unspecified),-15,0,-11,-2,15,-7,-16,nt,-5
O=C(CSc1nnc(CCc2nc3ccccc3[nH]2)n1-c1ccccc1)NCc1ccccc1,11,15,9,-4,-7,-11,5,4,-11
Cc1cc(C)n(-c2cc(-c3ccccc3)nc(C)n2)n1,nt,-11,-7,nt,3,0,-3,nt,-8
Cc1ccc(NC(=O)C2CCCN(S(=O)(=O)c3c(C)noc3C)C2)cc1F (stereo unspecified),-2,0,-9,2,-39,17,41,9,4
CCOc1ccc2nc(NCCNC(=O)Nc3ccccc3)c(C#N)cc2c1,-1[fluorescence artefact?],26,16,15,-8,-1,8,-3,-14
c1ccc2[nH]c(CN3CCCCC3)nc2c1,-7,5,8,8,-1,-13,0,8,19
Cc1occc1C(=O)NCCc1cccc(Cl)c1,-12,-5,16,33[fluorescence artefact?],-16,-12,15,6,-1
O=S1(=O)NC(=NCc2ccco2)c2ccccc21,0,5,-26,-1,-1,-17,0,6,8
CCCC(=NCC(=O)O)C1=C(O)C(C(=O)OC)C(C)(C)CC1=O (stereo unspecified),1,19,46,4,10,-7,-12,nt,-1
Cc1ccccc1-n1c(Cn2c(=O)sc3ccccc32)nnc1SCC(=O)NCC1CCCO1 (stereo unspecified),11,-12,-9,0,6,0,-9,9,-1
Cc1ccc2c(c1)-c1ccccc1S(=O)(=O)N2,14,-32,-15,0,-13,5,13,5,-23
Cc1nc2cc(NC(=O)N3CC4(C)CC3CC(C)(C)C4)ccc2n1C (stereo unspecified),2,4,-69,3,3,-1,-8,3,-12
Cc1ccc(N(C(=O)Cn2nnc3ccccc32)C(C(=O)NCc2ccco2)c2cccnc2)cc1 (stereo unspecified),nt,24,-28,nt,0,0,-1,nt,-1
COc1ccc(S(=O)(=O)N2CCC(NC(=O)OCc3c(Cl)cccc3Cl)CC2)cc1,nt,1,-17,nt,6,-1,-5,nt,11
CCCS(=O)(=O)N1CCCC(C(=O)NCCN2CCOCC2)C1 (stereo unspecified),-5[fluorescence artefact?],-1,-80,-16,14,-11,-17,0,16
O=C(CCN1C(=O)C2C3C=CC(C3)C2C1=O)Nc1ccccn1 (stereo unspecified),-10,-13,-12,2,1,-2,-1,-3,0
O=C1c2ccccc2-c2c1cccc2C(=O)N1CCOCC1,56*[fluorescence artefact?],13,-12,0,0,-15,0,5,9
Cc1ccc(CNC(=O)CCOc2ccc(C(C)(C)C)cc2)cc1,nt,-15,20,nt,-4,-12,6,nt,3
Cn1c(=O)n(C)c2cc([N+](=O)[O-])c(N3CCN(C(=O)c4ccccc4Cl)CC3)cc21,nt,6,-12,nt,11,-8,-8,nt,18
COC(=O)c1c(C)oc2ccc(N(C(=O)c3ccncc3)S(=O)(=O)c3ccc(C)cc3)cc12,nt,16,48,nt,10,14,-8,nt,-17
C=CCOC(=O)Nc1c(C(=O)OC)[nH]c2ccccc12,-2,6,-19,10,-12,-28,12,3,27
O=C(Nc1ccc2nsnc2c1)N1CCCCCC1,-1,18,nt,15,-25,-6,25,3,5
COC(=O)c1cccc(C(=O)Nc2cnc3ccccc3c2)n1,nt,18,-3,nt,0,-20,0,nt,9
COc1ccc(C)cc1NC(=O)c1nc2nc(C)cc(C)n2n1,-1,-4,5,9,-1,9,0,6,13
CC(C)c1ccc(N(CC(=O)O)S(=O)(=O)c2cccnc2)cc1,16,8,41,-13,-10,3,11,6,4
Cc1ccc(C2CC(c3ccc(C)cc3)n3nc(N)nc3N2)cc1 (stereo unspecified),nt,14,0,nt,8,-12,-8,nt,-18
CCOC(=O)N1CCN(S(=O)(=O)c2ccc(OC)c3ccccc23)CC1,-19,nt,-7,0,-6,nt,10,1,nt
Cc1ccc(OCC(=O)NNC(=O)c2cccnc2)cc1,nt,-8,-15,nt,1,6,1,nt,-38
C=CCOC(=O)C1=C(C)NC(=S)NC1/C=C/c1ccccc1 (stereo unspecified),nt,17,-7,nt,2,-22,-1,nt,-3

Additional records follow.
structure,ERb coact inh,VCAM1 TNFa inh,IL1B cytotox,Smad3 FoxH1 inh,sEH act,TNFa cytotox,sEH inhibitor,Calb biofilm kill,cytoskel mod
O=C(NCc1cccnc1)Nc1ccc(F)cc1F,-20,3,nt,11,10,nt,-7,-1,-10
Cc1cccc(Cn2cnc3c(nnn3Cc3ccc(F)cc3)c2=O)c1,0,nt,nt,-1,3,nt,-3,9,nt
CCOCCC(=O)Nc1cc(Cl)ccc1OC,-5,7,-13,1,12,-30,-12,5,12
C=C(C)Cn1c(NCCOC)nc2c1c(=O)[nH]c(=O)n2C,-5,8,0,1,10,5,-10,6,0
CCOC(=O)N1CCN(c2c(NCCN3CCCCC3CC)c(=O)c2=O)CC1 (stereo unspecified),-3[fluorescence artefact?],-1,-2,-9,2,-2,-1,-2,7
COc1cc2c(cc1OC)CN(C(=O)CSc1n[nH]c(N)n1)CC2,-9,15,-15,4,2,-6,-2,-1,0
CC(C)CC(NS(=O)(=O)c1ccc2c(c1)oc(=O)n2C)C(=O)N1CC=C(c2ccccc2)CC1 (stereo unspecified),0,16,4,12,3,-25,-4,4,0
CC(=O)Oc1cccc(N2C(=O)c3ccc(C(=O)O)cc3C2=O)c1,4,-5,-3,6,5,-7,-7,3,-44
N#CC1=C(N)SC(N)=C(C#N)C1c1ccnc2ccccc12,11,-7,-18,9,-12,-27,12,4,-63
CC1CCc2nn(CC(=O)NCCCN3CCOCC3)cc2C1 (stereo unspecified),3[fluorescence artefact?],8,22,-11,4,-1,-4,-5,-4
Cc1cccc(Nc2nc(-c3c(C)nc4ccccn34)cs2)c1,nt,-9,12,nt,4,-1,-2,nt,-14
COC(=O)C1CCN(c2cc(=O)n(Cc3ccc(F)cc3)c(=O)[nH]2)CC1,-31,-7,-34,4,-10,-12,12,4,-1
O=C(CSc1ccc(Cl)cc1)c1ccco1,81*,22,-7,-8,-3,-10,3,7,15
CCN(CC)CCNC(=O)C1CCN(S(=O)(=O)N2CCCCC2)CC1,-10,-34,4,-3,-4,-3,3,8,-1
Cn1c(CCN2CCOCC2)nc2cc(NC(=O)COc3ccc(Cl)cc3)ccc21,11[fluorescence artefact?],11,10,2,-13,-53,14,4,45
Cc1ccc(OCC(=O)O/N=C(\N)Cc2cccs2)cc1C,nt,14,7,nt,5,-22,-6,nt,-6
CC(=O)Nc1cc(-c2ccc(Cl)cc2)nn1-c1ccccc1,0,-20,16,6,15,nt,-9,3,-15
CCOC(=O)C1CCCN(C(=O)CCCOc2cc(=O)n(C)c3ccccc23)C1 (stereo unspecified),1,4,-5,2,-8,-5,7,-1,4
COc1ccc(C(=O)N2CCCCC2)cc1S(=O)(=O)Nc1cccc(C(=O)O)c1,-20[fluorescence artefact?],15,-7,6[fluorescence artefact?],-10,0,15,8,6
Nc1cc(N)nc(SCC(=O)N2CCCCC2)n1,-1[fluorescence artefact?],12,-2,-1,12,-44,-11,6,-2

From PubChem BioAssay
